MEKK2wt PB1 HTS – modulators of MEK5 binding to wildtype MEKK2, primary screen, biochemical, multiplex bead flow cytometry, Alexa488-MEK5. Alexa488-MEK5 binding to MEKK2 WT; actives lie on both sides. binding response (% of control), % at 10 µM. 290,000 compounds, 1.1% hits. AID 1531, 2009; in the data active means binding response below about 67% or above about 130%; inconclusive means no clear call, values can overlap the other calls; inactive means in between
MEKK2mut PB1 HTS – MEK5 binding signal on mutant MEKK2 PB1, primary screen, biochemical, multiplex bead flow cytometry, Alexa488-MEK5; Alexa488-MEK5 binding to MEKK2 mutant; percent response, % at 10 µM; 290,000 compounds, 0.35% hits; in the data active means percent response above about 24%, passing the limit was not always enough; further: inactives centre near 1; some results filed as inactive read as strong as hits
SUMO HTRF inh – inhibitors of in vitro SUMOylation cascade, primary screen, biochemical, HTRF, uHTS; SUMO-conjugating enzyme UBC9 (Homo sapiens), P63279; HTRF SUMOylation assay, SAE1/SAE2 + UBC9; inhibition, % at 35 µM; 290,000 compounds, 0.36% hits; AID 2006, 2009; in the data active means inhibition above about 50%, passing the limit was not always enough; inconclusive means no clear call, values can overlap the other calls; further: strong numbers were not always called active
Target sequence (P63279 whole entry, looked up): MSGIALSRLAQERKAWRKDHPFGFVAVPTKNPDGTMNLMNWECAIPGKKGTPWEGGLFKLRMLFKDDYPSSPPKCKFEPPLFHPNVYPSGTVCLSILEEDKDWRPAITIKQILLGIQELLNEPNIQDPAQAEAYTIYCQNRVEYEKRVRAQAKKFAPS
VIM-2 inhibitor – VIM-2 metallo-beta-lactamase inhibitors, primary screen, biochemical, epi-absorbance readout, Pseudomonas aeruginosa enzyme | inhibition, % at 5.6 µM | purified VIM-2, nitrocefin hydrolysis, epi-absorbance fluorescence | 290,000 compounds, 0.89% hits;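 active means inhibition above the mean of all tested compounds plus 3 SD, cutoff set per screening run, cut at about 7.5% in these data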;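 further: red hydrolysis product quenches plate fluorescence so inhibitors raise well fluorescence; 0% = enzyme with DMSO and 100% = DMSO without enzyme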
DNA FID counter – compounds displacing fluorescent DNA intercalator, primary screen, artefact control for HCV NS3 helicase inhibitor project, biochemical, FID fluorescence. DNA fluorescent intercalator displacement. 290,000 compounds, 0.17% hits. inhibition, % at 7.9 µM. AID 1845, 2009; in the data active means inhibition above about 37%;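 further: 0% = vehicle and 100% = reference compound; higher means more ethidium bromide displaced from hairpin DNA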
NS3 helicase inh – inhibitors of HCV NS3 helicase, primary screen, biochemical, Cy5 molecular beacon fluorescence; NS3 helicase DNA unwinding; inhibition, % at 10.9 µM; 290,000 compounds, 0.56% hits; AID 1800, 2009;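 active means inhibition above the mean of all tested compounds plus 3 SD, set per campaign, cut at about 35% in these data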;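 further: 0% = DMSO wells and 100% = thioflavine S control wells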
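System: HCV NS3 helicase fragment; control set: DMSO and thioflavine S; technique: Cy5 fluorescence at 0 and 60 min, beacon hairpin quenching; reagent: beacon DNA duplex substrate plus ATP; replicates: singlicate; schedule: 1 h reaction at 25 °C, ATP-initiated; medium: MOPS buffer pH 6.5 with MgCl2, DTT, Tween20, BSA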
NALP1 yeast inh – NALP1 inflammasome inhibitors in reconstituted yeast, colorimetric, S. cerevisiae, triplicate retest; S. cerevisiae NALP1/ASC/caspase-1 growth, X-gal OD620, 72 h; AID 2071, 2009; 280,000 compounds, 0.61% hits; inhibition, % at 10 µM; in the data active means inhibition mostly above about 24%, no sharp cut-off; inactive means mostly below about 32%; further: some compounds called inactive have numbers as strong as hits
M18AAP inhibitor – PfM18AAP inhibitors, malaria aminopeptidase, primary screen, biochemical, QFRET, recombinant enzyme. H-Glu-NHMec fluorogenic cleavage. inhibition, % at 7.35 µM. 290,000 compounds, 1.2% hits. AID 1822, 2009;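 active means inhibition above the campaign mean inhibition over all tested compounds plus 3 SD, cut at about 28% in these data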;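 further: 0% = plate median of test compound wells and 100% = 2 mM ZnCl2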
IMP-1 inh – IMP-1 metallo-beta-lactamase inhibitors, primary screen, biochemical, epi-absorbance readout, Pseudomonas aeruginosa enzyme; purified IMP-1, nitrocefin hydrolysis, epi-absorbance fluorescence; 290,000 compounds, 0.45% hits; metallo-beta-lactamase IMP-1 (Pseudomonas aeruginosa); inhibition, % at 5.6 µM;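 active means inhibition above the mean plus 3 SD of all compounds in the same screening run, cut at about 4.5% in these data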;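 further: 0% = IMP-1 with DMSO and 100% = DMSO wells lacking enzyme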
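System: Purified recombinant IMP-1 metallo-beta-lactamase enzyme | Measured by: Fluorescence quenching readout, ex 480/em 530 nm | Replication: Singlicate | Incubation: 15 min preincubation plus 25 min reaction at 25 °C | Evaluation: Percent inhibition from optical density relative to buffer-blank wells | Benchmarks: DMSO with and without IMP-1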
* = called active by the depositor.

O=C1C(c2ccccc2)NC(=S)N1C1CCCCC1 (stereo not drawn) was read as MEKK2wt PB1 HTS 101, MEKK2mut PB1 HTS 7, SUMO HTRF inh 2, VIM-2 inhibitor 1.3, DNA FID counter -8, NS3 helicase inh 5, NALP1 yeast inh 6, M18AAP inhibitor 4 and IMP-1 inh -2.1.
`O=C(NC1CCCC1)c1ccccc1-c1ccccc1` gave MEKK2wt PB1 HTS 97, MEKK2mut PB1 HTS -2, SUMO HTRF inh -14, VIM-2 inhibitor -4.5, DNA FID counter -1, NS3 helicase inh -4, NALP1 yeast inh 18, M18AAP inhibitor -9 and IMP-1 inh -2.2.
Screening COc1ccc(CNC(=O)CN(c2ccccc2)S(=O)(=O)c2ccccc2[N+](=O)[O-])cc1 returned MEKK2wt PB1 HTS 82, MEKK2mut PB1 HTS -12, SUMO HTRF inh 0, VIM-2 inhibitor -2.1, DNA FID counter -2, NS3 helicase inh 0, NALP1 yeast inh -26, M18AAP inhibitor -2 and IMP-1 inh -1.0.
CC1(C)OC(=O)C(=CNc2ccccn2)C(=O)O1 was read as MEKK2wt PB1 HTS 83, MEKK2mut PB1 HTS -8, SUMO HTRF inh 7, VIM-2 inhibitor -2.3, DNA FID counter 0, NS3 helicase inh -4, NALP1 yeast inh -4, M18AAP inhibitor -1 and IMP-1 inh -1.5.
CCC(C)NCCC(=O)Nc1ccc(Cl)c(S(=O)(=O)Nc2ccc(Cl)cc2)c1 (stereo not drawn) was read as MEKK2wt PB1 HTS 123, MEKK2mut PB1 HTS 20, SUMO HTRF inh -2, VIM-2 inhibitor -3.3, DNA FID counter 34, NS3 helicase inh -70, NALP1 yeast inh 8, M18AAP inhibitor 5 and IMP-1 inh -5.2.
`CN(CC(=O)O)S(=O)(=O)c1ccc2c(c1)n(C)c(=O)c(=O)n2C` gave MEKK2wt PB1 HTS 95, MEKK2mut PB1 HTS -1, SUMO HTRF inh 15, VIM-2 inhibitor -1.5, DNA FID counter 2, NS3 helicase inh 0, NALP1 yeast inh 1, M18AAP inhibitor 2 and IMP-1 inh -2.7.
`COCCCNC(=S)Nc1ccc2nc3n(c(=O)c2c1)CCCCC3` gave MEKK2wt PB1 HTS 96, MEKK2mut PB1 HTS -1, SUMO HTRF inh 3, VIM-2 inhibitor -1.7, DNA FID counter -10, NS3 helicase inh 4, NALP1 yeast inh -1, M18AAP inhibitor -3 and IMP-1 inh -1.7.
O=C(NNC(=S)NCc1ccco1)c1ccccc1Br was read as MEKK2wt PB1 HTS 103, MEKK2mut PB1 HTS 2, SUMO HTRF inh -16, VIM-2 inhibitor -5.8, DNA FID counter -4, NS3 helicase inh 5, NALP1 yeast inh 11, M18AAP inhibitor 17 and IMP-1 inh -2.2.
`CC(=O)C1=C(O)C(=O)N(c2ccc(S(N)(=O)=O)cc2)C1c1ccc([N+](=O)[O-])cc1` (stereo not drawn) gave MEKK2wt PB1 HTS 106, MEKK2mut PB1 HTS 11, SUMO HTRF inh -20, VIM-2 inhibitor -0.1, DNA FID counter 4, NS3 helicase inh -3, NALP1 yeast inh 7, M18AAP inhibitor 7 and IMP-1 inh 0.5.
`CCOC(=O)/C=C/C(=O)Nc1ccc(S(=O)(=O)Nc2cc(C)on2)cc1` gave MEKK2wt PB1 HTS 98, MEKK2mut PB1 HTS 3, SUMO HTRF inh 4, VIM-2 inhibitor -0.5, DNA FID counter -10, NS3 helicase inh 8, NALP1 yeast inh -5, M18AAP inhibitor -1 and IMP-1 inh -4.2.
`O=C(CCN1CCOCC1)c1ccc2c(c1)OCCO2` gave MEKK2wt PB1 HTS 98, MEKK2mut PB1 HTS 7, SUMO HTRF inh 3, VIM-2 inhibitor -0.5, DNA FID counter -4, NS3 helicase inh -5, NALP1 yeast inh 14, M18AAP inhibitor -15 and IMP-1 inh -1.4.
`O=C(C(Cl)c1ccccc1)N1CCOCC1` (stereo not drawn) gave MEKK2wt PB1 HTS 98, MEKK2mut PB1 HTS 4, SUMO HTRF inh 9, VIM-2 inhibitor -1.1, DNA FID counter -5, NS3 helicase inh -5, NALP1 yeast inh -8, M18AAP inhibitor -9 and IMP-1 inh -2.1.
For Cc1ccc(NC(=O)C2CCN(S(=O)(=O)c3cccs3)CC2)cc1 the results were MEKK2wt PB1 HTS 96, MEKK2mut PB1 HTS -2, SUMO HTRF inh 0, VIM-2 inhibitor -1.9, DNA FID counter -4, NS3 helicase inh -7, NALP1 yeast inh 7, M18AAP inhibitor -4 and IMP-1 inh -1.4.
For CCOC(=O)C1=C(C)NC2=C(C(=O)c3ccccc32)C1c1ccc([N+](=O)[O-])o1 (stereo not drawn) the results were MEKK2wt PB1 HTS 94, MEKK2mut PB1 HTS -9, SUMO HTRF inh 29, VIM-2 inhibitor 2.1, DNA FID counter -6, NS3 helicase inh 9, NALP1 yeast inh 3, M18AAP inhibitor 4 and IMP-1 inh 2.9.
`CC1(C)Cc2c(sc(NC(=O)COc3ccccc3)c2C#N)C(C)(C)N1` gave MEKK2wt PB1 HTS 98, MEKK2mut PB1 HTS -5, SUMO HTRF inh -3, VIM-2 inhibitor -6.4, DNA FID counter 21, NS3 helicase inh -3, NALP1 yeast inh 7, M18AAP inhibitor -2 and IMP-1 inh -4.4.
For CCn1c(SCC(=O)c2ccccc2)nnc1-c1cccnc1 the results were MEKK2wt PB1 HTS 88, MEKK2mut PB1 HTS 2, SUMO HTRF inh 20, VIM-2 inhibitor -0.6, DNA FID counter -1, NS3 helicase inh 2, NALP1 yeast inh 8, M18AAP inhibitor -6 and IMP-1 inh -0.2.
O=c1[nH]c2cc3c(cc2cc1CN(Cc1cccnc1)C(=S)NCc1ccco1)OCO3 was read as MEKK2wt PB1 HTS 86, MEKK2mut PB1 HTS -9, SUMO HTRF inh 22, VIM-2 inhibitor 4.6, DNA FID counter -23, NS3 helicase inh -8, NALP1 yeast inh 11, M18AAP inhibitor -2 and IMP-1 inh -1.0.
For C/C(=N\NC(=O)c1cccc(Br)c1)c1cccnc1 the results were MEKK2wt PB1 HTS 98, MEKK2mut PB1 HTS -1, SUMO HTRF inh 5, VIM-2 inhibitor -3.4, DNA FID counter -6, NS3 helicase inh -9, NALP1 yeast inh -4, M18AAP inhibitor -8 and IMP-1 inh -5.1.
`COc1ccc(OCCC(=O)OCC(=O)NC(=O)NC2CCCCC2)cc1` gave MEKK2wt PB1 HTS 113, MEKK2mut PB1 HTS 8, SUMO HTRF inh 9, VIM-2 inhibitor -0.8, DNA FID counter -34, NS3 helicase inh -6, NALP1 yeast inh 15, M18AAP inhibitor -4 and IMP-1 inh -1.5.
O=C(CSc1nc2ccccc2[nH]1)c1c[nH]c2ccccc12 was read as MEKK2wt PB1 HTS 111, MEKK2mut PB1 HTS 0, SUMO HTRF inh 26, VIM-2 inhibitor -2.3, DNA FID counter -4, NS3 helicase inh 3, NALP1 yeast inh 20, M18AAP inhibitor 2 and IMP-1 inh -3.8.
For O=C(Nc1ccc(Cl)cc1)Nc1cccnc1 the results were MEKK2wt PB1 HTS 98, MEKK2mut PB1 HTS 2, SUMO HTRF inh 29, VIM-2 inhibitor -2.6, DNA FID counter 4, NS3 helicase inh 1, NALP1 yeast inh 16, M18AAP inhibitor 0 and IMP-1 inh -4.5.
`C/C(=N\Nc1nc(Cl)c(Cl)cc1Cl)c1ccc(S(=O)(=O)NCc2ccco2)cc1` gave MEKK2wt PB1 HTS 99, MEKK2mut PB1 HTS -2, SUMO HTRF inh 5, VIM-2 inhibitor -5.2, DNA FID counter -4, NS3 helicase inh 3, NALP1 yeast inh 17, M18AAP inhibitor 49* and IMP-1 inh -5.4.
`Cc1ccc(NC(=O)c2cc3c(s2)CCCC3)cc1` gave MEKK2wt PB1 HTS 106, MEKK2mut PB1 HTS 3, SUMO HTRF inh 18, VIM-2 inhibitor -2.1, DNA FID counter -7, NS3 helicase inh -7, NALP1 yeast inh -5, M18AAP inhibitor 4 and IMP-1 inh -2.4.
`O=C1NC2=C(C(=O)c3ccccc32)C(c2ccccc2)N1` (stereo not drawn) gave MEKK2wt PB1 HTS 104, MEKK2mut PB1 HTS 13, SUMO HTRF inh 47, VIM-2 inhibitor -1.6, DNA FID counter 9, NS3 helicase inh -3, NALP1 yeast inh 2, M18AAP inhibitor -3 and IMP-1 inh -2.1.
`Cc1cc(N)n(-c2cc(C)c3ccccc3n2)n1` gave MEKK2wt PB1 HTS 94, MEKK2mut PB1 HTS -3, SUMO HTRF inh 19, VIM-2 inhibitor -1.1, DNA FID counter -1, NS3 helicase inh -9, NALP1 yeast inh 6, M18AAP inhibitor 13 and IMP-1 inh -2.2.
`COC(=O)c1ccc(/C=C/c2ccc3cccc(OC)c3n2)cc1` gave MEKK2wt PB1 HTS 114, MEKK2mut PB1 HTS 14, SUMO HTRF inh inconclusive, VIM-2 inhibitor -4.1, DNA FID counter -26, NS3 helicase inh -10, NALP1 yeast inh 42, M18AAP inhibitor 3 and IMP-1 inh -3.4.
`O=C(CCCNS(=O)(=O)c1cccc2nsnc12)NCc1ccc(Cl)cc1` gave MEKK2wt PB1 HTS 94, MEKK2mut PB1 HTS -5, SUMO HTRF inh -2, VIM-2 inhibitor -4.4, DNA FID counter -12, NS3 helicase inh 1, NALP1 yeast inh 4, M18AAP inhibitor 4 and IMP-1 inh -5.1.
For COCC1CCN(Cc2cn(-c3ccccc3F)nc2-c2cc(C)sc2C)CC1 the results were MEKK2wt PB1 HTS 95, MEKK2mut PB1 HTS -14, SUMO HTRF inh 9, VIM-2 inhibitor 0.4, DNA FID counter 23, NS3 helicase inh -21, NALP1 yeast inh 20, M18AAP inhibitor -12 and IMP-1 inh 0.0.

Arranged by formula weight (ascending): 3 of the compounds above
`Cc1cc(N)n(-c2cc(C)c3ccccc3n2)n1` gave MEKK2wt PB1 HTS 94, MEKK2mut PB1 HTS -3, SUMO HTRF inh 19, VIM-2 inhibitor -1.1, DNA FID counter -1, NS3 helicase inh -9, NALP1 yeast inh 6, M18AAP inhibitor 13 and IMP-1 inh -2.2.
`Cc1ccc(NC(=O)c2cc3c(s2)CCCC3)cc1` gave MEKK2wt PB1 HTS 106, MEKK2mut PB1 HTS 3, SUMO HTRF inh 18, VIM-2 inhibitor -2.1, DNA FID counter -7, NS3 helicase inh -7, NALP1 yeast inh -5, M18AAP inhibitor 4 and IMP-1 inh -2.4.
`O=C(CCCNS(=O)(=O)c1cccc2nsnc12)NCc1ccc(Cl)cc1` gave MEKK2wt PB1 HTS 94, MEKK2mut PB1 HTS -5, SUMO HTRF inh -2, VIM-2 inhibitor -4.4, DNA FID counter -12, NS3 helicase inh 1, NALP1 yeast inh 4, M18AAP inhibitor 4 and IMP-1 inh -5.1.
